High-throughput results (PubChem)
FBW7 activator: activators of human E3 ligase FBW7. Q969H0. AlphaScreen FBW7–phospho-cyclin E peptide binding, activator screen. normalized activity (activation), % at 26.1 µM. hit rate 0.13% among 650,000. AID 1259310; in the data active = normalized activity above about 1.9%;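 also: purified mutant Fbw7 with reduced substrate affinity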
TEAD-YAP inh: TEAD-YAP interaction inhibition | HEK-TIYL cells, TEAD-Gal4/YAP UAS-luciferase luminescence | inhibition, % at 9.12 µM | hit rate 1.4% among 640,000 | AID 1259422; in the data active = inhibition above about 32%;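 also: 0% = median of test compound wells and 100% = reference inhibitor wells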
MITF primary: human MITF inhibition, primary screen; AlphaScreen MITF homodimerization, bead proximity signal; O75030; inhibition, % at 2.6 µM; hit rate 0.91% among 650,000; in the data active = inhibition above about 50%;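 also: 0% = vehicle wells with protein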
Target sequence (O75030 whole entry, looked up): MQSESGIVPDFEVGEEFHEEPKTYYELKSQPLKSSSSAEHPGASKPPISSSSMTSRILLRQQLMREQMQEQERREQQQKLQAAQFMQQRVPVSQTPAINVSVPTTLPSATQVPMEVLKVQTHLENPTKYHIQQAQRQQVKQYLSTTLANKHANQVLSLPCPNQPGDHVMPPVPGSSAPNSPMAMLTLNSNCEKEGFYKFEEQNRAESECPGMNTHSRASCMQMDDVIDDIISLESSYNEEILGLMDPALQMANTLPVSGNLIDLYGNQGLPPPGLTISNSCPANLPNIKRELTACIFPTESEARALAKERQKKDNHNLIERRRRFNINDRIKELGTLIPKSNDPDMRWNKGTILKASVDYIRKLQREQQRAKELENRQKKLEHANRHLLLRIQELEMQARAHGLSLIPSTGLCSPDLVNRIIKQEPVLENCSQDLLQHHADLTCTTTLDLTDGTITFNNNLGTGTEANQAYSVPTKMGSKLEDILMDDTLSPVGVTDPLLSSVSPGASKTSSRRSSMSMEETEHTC
GPR151 ag: activators of human GPR151. Q8TDV0. PathHunter beta-arrestin GPR151 cells, luminescence. activation, % at 11.2 µM. hit rate 1% among 650,000. AID 1508602; in the data active = activation above about 4.9%;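 also: 0% = median of compound wells and 100% = cells with positive control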
Target sequence (Q8TDV0 whole entry, looked up): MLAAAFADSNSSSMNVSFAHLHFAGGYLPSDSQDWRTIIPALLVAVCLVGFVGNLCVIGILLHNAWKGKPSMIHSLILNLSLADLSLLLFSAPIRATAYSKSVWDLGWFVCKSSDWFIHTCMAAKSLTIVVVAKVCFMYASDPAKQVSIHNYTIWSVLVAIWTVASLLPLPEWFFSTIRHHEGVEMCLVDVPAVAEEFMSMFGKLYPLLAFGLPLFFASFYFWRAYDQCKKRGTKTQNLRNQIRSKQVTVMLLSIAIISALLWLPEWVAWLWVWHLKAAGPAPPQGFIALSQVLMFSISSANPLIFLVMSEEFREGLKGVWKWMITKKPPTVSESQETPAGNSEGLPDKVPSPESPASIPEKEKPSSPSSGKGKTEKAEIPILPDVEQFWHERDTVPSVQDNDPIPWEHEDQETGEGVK
* = called active by the depositor.

Start of the data: the first four records, to show the layout:
Cc1ccc(C(=O)Nc2ccccc2CO)cc1 was read as FBW7 activator -0.1, TEAD-YAP inh -4.5, MITF primary 1.9 and GPR151 ag -6.9.
FC(F)(F)c1ccc(Cn2cnc3c(Nc4ccc5c(c4)OCO5)nc(NCc4cccnc4)nc32)cc1 was read as FBW7 activator -0.1, TEAD-YAP inh -10.6, MITF primary 6.9 and GPR151 ag 0.4.
`COc1cc(C(C)=O)ccc1OS(=O)(=O)c1cn(C)c(=O)n(C)c1=O` gave FBW7 activator -0.1, TEAD-YAP inh 2.6, MITF primary -3.3 and GPR151 ag 0.6.
For COC(=O)c1ccc(C=Nc2ccc(S(=O)(=O)Nc3ccccn3)cc2)cc1 the results were FBW7 activator -0.1, TEAD-YAP inh -1.7, MITF primary 14.8 and GPR151 ag -0.1.

Main list, from the first entry:
Cc1ccc(C(=O)Nc2ccccc2CO)cc1 was read as FBW7 activator -0.1, TEAD-YAP inh -4.5, MITF primary 1.9 and GPR151 ag -6.9.
FC(F)(F)c1ccc(Cn2cnc3c(Nc4ccc5c(c4)OCO5)nc(NCc4cccnc4)nc32)cc1 was read as FBW7 activator -0.1, TEAD-YAP inh -10.6, MITF primary 6.9 and GPR151 ag 0.4.
`COc1cc(C(C)=O)ccc1OS(=O)(=O)c1cn(C)c(=O)n(C)c1=O` gave FBW7 activator -0.1, TEAD-YAP inh 2.6, MITF primary -3.3 and GPR151 ag 0.6.
For COC(=O)c1ccc(C=Nc2ccc(S(=O)(=O)Nc3ccccn3)cc2)cc1 the results were FBW7 activator -0.1, TEAD-YAP inh -1.7, MITF primary 14.8 and GPR151 ag -0.1.
COc1cc(C=O)cc(Br)c1OCC(=O)Nc1ccccc1F was read as FBW7 activator -0.1, TEAD-YAP inh -6.3, MITF primary -7.9 and GPR151 ag 1.1.
`O=C(CCc1ccccc1)NCC1CN(c2ccc(Cl)c(Cl)c2)C(=O)O1` (centres undefined) gave FBW7 activator -0.1, TEAD-YAP inh 3.0, MITF primary 50.3 and GPR151 ag 3.7.
Screening COc1cc(CNC(C)C)c(Br)cc1OCCO returned FBW7 activator 0.0, TEAD-YAP inh -7.6, MITF primary -3.0 and GPR151 ag -0.5.
For CCN(CCNC(=O)CCS(=O)(=O)c1ccc(Br)cc1)c1ccccc1 the results were FBW7 activator -0.1, TEAD-YAP inh 5.2, MITF primary 3.4 and GPR151 ag -0.3.
Cc1ccc(N2CCN(C(=O)c3sc4ncn(CC(=O)Nc5ccc(C)c(Cl)c5)c(=O)c4c3C)CC2C)cc1 (centres undefined) was read as FBW7 activator 0.1, TEAD-YAP inh 5.7, MITF primary 9.3 and GPR151 ag -0.6.
`O=C(C1CC1)N(Cc1ccccc1)c1ccccn1` gave FBW7 activator 0.1, TEAD-YAP inh 11.4, MITF primary 18.7 and GPR151 ag -1.3.
Screening COc1ccc(/C=C2\SC(=Nc3ccc(C)cc3)N(c3ccc(C)cc3)C2=O)cc1 returned FBW7 activator 0.2, TEAD-YAP inh 1.0, MITF primary 4.5 and GPR151 ag 0.2.
For O=C(/C=C/c1ccccc1)NC(=S)NNC(=O)CCN1CCCCC1 the results were FBW7 activator -1.0, TEAD-YAP inh -24.8, MITF primary 4.1 and GPR151 ag -0.7.
Screening O=C(CN(C(=O)Cn1nnc(-c2ccc(F)cc2)n1)c1ccc(F)cc1)NC1CCCC1 returned FBW7 activator -0.2, TEAD-YAP inh 10.8, MITF primary 9.7 and GPR151 ag 2.3.
For COCCN1C(=O)CC(CC(=O)N(C)CC(C)C)(c2ccccc2OC)C1=O (centres undefined) the results were FBW7 activator 0.2, TEAD-YAP inh -4.6, MITF primary -3.2 and GPR151 ag 0.8.
For CC1=C(C(=O)OCc2ccccc2)C(c2cccc(O)c2)C2=C(CC(C)(C)CC2=O)N1 (centres undefined) the results were FBW7 activator 0.2, TEAD-YAP inh -2.1, MITF primary 3.0 and GPR151 ag -1.0.
Screening CC(C)COc1ccc(-c2csc(N)n2)cc1 returned FBW7 activator -0.1, TEAD-YAP inh -32.0, MITF primary -2.5 and GPR151 ag -0.7.
O=C(c1c(Cl)cccc1Cl)N(Cc1ccccc1)c1ccccn1 was read as FBW7 activator 0.5, TEAD-YAP inh 7.5, MITF primary 13.9 and GPR151 ag 1.4.
O=C(Nc1ccccc1O)c1cc(S(=O)(=O)N2CCOCC2)ccc1Cl was read as FBW7 activator 0.0, TEAD-YAP inh 1.1, MITF primary -5.9 and GPR151 ag 2.7.
`CCc1nn(CC(=O)N2CCCCC2C)c(=O)c2cc3sc(C)cc3n12` (centres undefined) gave FBW7 activator 0.1, TEAD-YAP inh 7.0, MITF primary 22.3 and GPR151 ag 2.1.
Cc1ccc(Oc2c(F)c(F)c(Oc3ccc(C)cc3)c(F)c2F)cc1 was read as FBW7 activator -0.1, TEAD-YAP inh -1.5, MITF primary 4.8 and GPR151 ag -1.0.
`N#C/C(=C\c1ccc(F)cc1)c1nn(CCO)c(N)c1C#N` gave FBW7 activator 0.1, TEAD-YAP inh -20.0, MITF primary -2.5 and GPR151 ag -0.2.
Screening COc1ccc(Cl)cc1NC(=O)CN1CCNC(=O)C1 returned FBW7 activator 0.1, TEAD-YAP inh -2.4, MITF primary 21.6 and GPR151 ag -0.1.
`O=C(CSc1nc(O)cc(=O)[nH]1)N1CCc2ccccc21` gave FBW7 activator -0.2, TEAD-YAP inh -6.4, MITF primary 6.5 and GPR151 ag -0.1.
CCOc1ccc(-c2nnc3ccc(SCC(=O)NC4CCCCC4)nn23)cc1 was read as FBW7 activator -0.1, TEAD-YAP inh 1.7, MITF primary -6.9 and GPR151 ag 0.4.
Screening CCOC(=O)c1c(NC(=O)CSc2nnc(CNC(=O)c3ccc([N+](=O)[O-])cc3)n2Cc2ccccc2)sc2c1CCCC2 returned FBW7 activator 0.0, TEAD-YAP inh -3.1, MITF primary -7.5 and GPR151 ag 3.8.
CCOc1ccc(NC(=O)C2C3C=CC4(O3)C2C(=O)N(CC2CCCO2)C4C(=O)NC2CCCCC2)cc1 (centres undefined) was read as FBW7 activator 0.1, TEAD-YAP inh 8.0, MITF primary -3.5 and GPR151 ag -0.6.
Screening CCOC(=O)C1=C(C)Nc2nc3ccccc3n2C1c1ccc(Cl)cc1Cl (centres undefined) returned FBW7 activator 0.8, TEAD-YAP inh -12.1, MITF primary 16.6 and GPR151 ag 0.1.
Screening Cc1ccc(CN2C(=O)CCC2C(=O)NC2CC2)cc1 (centres undefined) returned FBW7 activator 0.8, TEAD-YAP inh 4.7, MITF primary 16.1 and GPR151 ag -0.7.
Screening Cc1ccc2nc3sc(C(=O)Nc4nc(C)cs4)c(N)c3cc2c1 returned FBW7 activator -0.1, TEAD-YAP inh -40.0, MITF primary -6.1 and GPR151 ag -0.1.
For COc1cccc(NC(=O)c2ccc3c(c2)C(=O)N(C(C)(C)C)C3=O)c1 the results were FBW7 activator -0.2, TEAD-YAP inh -2.5, MITF primary -8.8 and GPR151 ag -0.4.
CC(=O)N1CCC(N(C(=O)Nc2ccc(F)c(Cl)c2)C(C)C)CC1 was read as FBW7 activator 0.1, TEAD-YAP inh 9.1, MITF primary 4.8 and GPR151 ag 1.2.
O=C(/C=C/c1ccc(F)cc1)Nc1ccccc1-c1nc2ccccc2s1 was read as FBW7 activator 0.0, TEAD-YAP inh -6.5, MITF primary 4.0 and GPR151 ag 0.7.
`COc1ccc(/C=C\C(=O)N(c2ccc(C)cc2)C2C=CS(=O)(=O)C2)cc1` (centres undefined) gave FBW7 activator 0.4, TEAD-YAP inh -1.4, MITF primary 16.9 and GPR151 ag -0.6.
CC(O)CNCCOc1ccc(Br)cc1Cl (centres undefined) was read as FBW7 activator 0.3, TEAD-YAP inh 7.3, MITF primary 42.3 and GPR151 ag 0.0.
`Cc1cc(Br)ccc1NC(=O)NC1CC(=O)N(c2cccc(F)c2)C1` (centres undefined) gave FBW7 activator 0.1, TEAD-YAP inh -2.7, MITF primary -17.1 and GPR151 ag -0.6.
`CCOc1cccc2cc(C(N)=O)c(=Nc3cccc(F)c3)oc12` gave FBW7 activator -0.2, TEAD-YAP inh -14.3, MITF primary -9.5 and GPR151 ag -1.2.
For O=C(c1ccc(N2CCC(NC3Cc4ccccc4C3)CC2)cc1)N1CCOCC1 the results were FBW7 activator -0.1, TEAD-YAP inh 0.3, MITF primary -6.8 and GPR151 ag -1.2.
`Cc1ccc(/C(N)=N/OC(=O)CN(C)S(=O)(=O)c2ccc(C)cc2)cc1` gave FBW7 activator 0.8, TEAD-YAP inh -1.2, MITF primary 11.2 and GPR151 ag -2.0.
CC1CCN(c2nc(Cl)nc(NC3CCCCC3)n2)CC1 was read as FBW7 activator 0.1, TEAD-YAP inh -1.6, MITF primary 14.4 and GPR151 ag 2.9.
O=C(NCCc1ccccc1)c1cc(Sc2ccc(Cl)cc2)nc2ccccc12 was read as FBW7 activator 0.3, TEAD-YAP inh 2.3, MITF primary 3.9 and GPR151 ag -1.4.
Screening CC(=O)Oc1ccc(/C=N/NC(=O)CSCc2ccccc2Br)cc1 returned FBW7 activator 0.2, TEAD-YAP inh 5.2, MITF primary 13.5 and GPR151 ag -0.7.
For Cc1ccc(/C=C/C(=O)Nc2ccccc2F)o1 the results were FBW7 activator -0.4, TEAD-YAP inh 2.0, MITF primary 4.1 and GPR151 ag -8.9.
`Cc1cc(C(=O)Nc2ccc(C)c(C)c2)no1` gave FBW7 activator -0.1, TEAD-YAP inh -57.2, MITF primary -2.1 and GPR151 ag 0.8.
Cc1cn[nH]c1C1CCCN(C(=O)c2ccc3c(c2)no[n+]3[O-])C1 (centres undefined) was read as FBW7 activator 0.0, TEAD-YAP inh 4.7, MITF primary -6.8 and GPR151 ag -0.5.
Screening CC(C(=O)Nc1ccc(Oc2ccccc2)cc1)(C(F)(F)F)C(F)(F)F returned FBW7 activator 0.0, TEAD-YAP inh -4.7, MITF primary -2.2 and GPR151 ag -0.8.
For Cc1c(N)cc(S(=O)(=O)NC2CC2)cc1[N+](=O)[O-] the results were FBW7 activator -0.1, TEAD-YAP inh -5.3, MITF primary 14.3 and GPR151 ag 1.0.
`CC(C)(C)c1ccc(C2=N/C(=C\c3ccc(F)cc3)C(=O)O2)cc1` gave FBW7 activator -0.1, TEAD-YAP inh 3.8, MITF primary -4.9 and GPR151 ag 0.5.
For Nc1nc(NC2CCN(Cc3ccccc3)CC2)cc(-c2ccc(N3CCOCC3)nc2)n1 the results were FBW7 activator -0.1, TEAD-YAP inh 7.7, MITF primary -5.5 and GPR151 ag 1.4.
For Cc1cccc(C)c1NC(=O)c1cccc([N+](=O)[O-])c1 the results were FBW7 activator 0.0, TEAD-YAP inh 9.1, MITF primary -20.8 and GPR151 ag -0.4.
For O=C(CC1C(=O)NCCN1Cc1ccoc1)NCc1cccc(OC(F)(F)F)c1 (centres undefined) the results were FBW7 activator 0.0, TEAD-YAP inh 8.7, MITF primary -4.9 and GPR151 ag -0.7.
Screening O=C(NC1CCCCC1)/C(=C/c1cccc([N+](=O)[O-])c1)NC(=O)c1cccc(Cl)c1 returned FBW7 activator 0.1, TEAD-YAP inh -4.6, MITF primary -11.8 and GPR151 ag -0.5.
CCOC(=O)c1c(NC(=O)c2cnn3c(C(F)(F)F)cc(-c4ccco4)nc23)sc2c1CCCC2 was read as FBW7 activator 0.0, TEAD-YAP inh 4.0, MITF primary 0.5 and GPR151 ag -0.3.
For Cc1ccc(C(=O)Nc2ccc([N+](=O)[O-])cc2)cc1S(=O)(=O)N1CCCCC1 the results were FBW7 activator 0.4, TEAD-YAP inh 0.7, MITF primary 6.5 and GPR151 ag -1.5.
`Cc1nnn(-c2nonc2N)c1C(=O)N/N=C/c1c[nH]c2ccccc12` gave FBW7 activator -0.1, TEAD-YAP inh 4.1, MITF primary -0.2 and GPR151 ag 1.2.
For CCOC(=O)CC(NC(=O)COc1ccc(C)cc1)c1ccc(OC)cc1 (centres undefined) the results were FBW7 activator 0.1, TEAD-YAP inh -2.7, MITF primary -1.5 and GPR151 ag -0.8.
Screening CC1CCCCC1NC(=O)C(=O)c1c[nH]c2ccccc12 (centres undefined) returned FBW7 activator 0.0, TEAD-YAP inh -9.5, MITF primary 11.8 and GPR151 ag 4.5.
CC(O)C(NS(=O)(=O)c1ccc(Cl)cc1)C(=O)O (centres undefined) was read as FBW7 activator -0.1, TEAD-YAP inh 1.5, MITF primary -8.3 and GPR151 ag 0.5.
`Cc1cn(C2C=CC(O)C(CO)O2)c(=O)[nH]c1=O` (centres undefined) gave FBW7 activator 0.0, TEAD-YAP inh 1.1, MITF primary -1.8 and GPR151 ag 2.1.
For COc1ccc(CCn2c(SCC#N)nc3ccsc3c2=O)cc1OC the results were FBW7 activator 0.2, TEAD-YAP inh 4.8, MITF primary 10.8 and GPR151 ag 0.6.
O=C(c1cccc(C(F)(F)F)c1)N1CC[C@@H]2[C@H](CCCN2C(=O)Cc2ccsc2)C1 was read as FBW7 activator -0.1, TEAD-YAP inh 11.6, MITF primary 8.2 and GPR151 ag -0.8.
For O=C(Nc1ccc2nn(-c3cccc(Cl)c3)nc2c1)c1ccccc1F the results were FBW7 activator 0.1, TEAD-YAP inh -1.1, MITF primary -0.9 and GPR151 ag -0.7.
Screening O=C(CSCc1ccccc1Br)Nc1cccc([N+](=O)[O-])c1 returned FBW7 activator -0.2, TEAD-YAP inh -23.7, MITF primary 1.1 and GPR151 ag -0.3.
N#Cc1c(N)nc(SC2CCCCC2=O)c(C#N)c1-c1ccco1 (centres undefined) was read as FBW7 activator 0.0, TEAD-YAP inh -3.7, MITF primary -8.1 and GPR151 ag 1.6.
`Oc1ccc(Br)cc1-c1n[nH]c(=S)n1Cc1ccccc1` gave FBW7 activator -0.2, TEAD-YAP inh -8.8, MITF primary 5.2 and GPR151 ag -0.1.
